SENP6 inh: SENP6 protease inhibitors, primary screen, biochemical, luminescence, uHTS. Recombinant SENP6 catalytic domain, aminoluciferin luminescence. inhibition, % at 10 µM. 330,000 compounds, 1.8% hits;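 active means inhibition above about 50% at the single tested dose, limit read from the data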;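 further: plate controls were DMSO wells with enzyme for no effect and DMSO wells lacking enzyme for full effect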
SENP8 block: human SENP8 protease inhibitors, primary screen, biochemical, fluorescence, Nedd8 protein substrate, uHTS; recombinant SENP8; inhibition, % at 20 µM; 360,000 compounds, 0.64% hits; in the data active means inhibition mostly above about 40%, no sharp cut-off; inactive means mostly below about 27%
Target sequence (Q96LD8 whole entry, looked up): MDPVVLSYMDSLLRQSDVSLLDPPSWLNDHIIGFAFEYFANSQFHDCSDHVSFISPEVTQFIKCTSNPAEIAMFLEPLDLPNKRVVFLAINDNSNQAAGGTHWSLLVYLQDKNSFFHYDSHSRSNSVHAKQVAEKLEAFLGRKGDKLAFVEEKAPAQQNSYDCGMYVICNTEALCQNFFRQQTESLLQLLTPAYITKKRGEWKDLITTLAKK
NR3A LBD binder: binders of NR3A ligand-binding domain, primary screen, biophysical, differential scanning fluorimetry, uHTS; Glutamate receptor ionotropic, NMDA 3A (GRIN3A) ligand-binding domain; NR3A LBD differential scanning fluorimetry, Tm shift; 0% = protein alone, 100% = glycine-bound protein; Tm shift relative to glycine control, % at 25 µM; 340,000 compounds, 2.5% hits; AID 1259313, 2017;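 active means melting temperature shift of at least 10% of the positive control shift, at one fixed dose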
PfG6PD inh: PfG6PD enzyme inhibitors, primary screen, biochemical, fluorescence intensity, uHTS; glucose-6-phosphate dehydrogenase-6-phosphogluconolactonase (Plasmodium falciparum 3D7); PfGluPho enzyme, NADPH resazurin-diaphorase fluorescence; inhibition, % at 20 µM; 350,000 compounds, 0.78% hits;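 active means inhibition reaching at least a set limit at 20 µM in the primary screen, cut at about 59% in these data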;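 further: 0% = DMSO wells with substrate and 100% = DMSO wells lacking glucose-6-phosphate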
MPTP inh: mitochondrial permeability transition pore inhibitors, primary screen, biochemical, isolated mouse mitochondria, absorbance. inhibition, % at 10 µM. 360,000 compounds, 1.4% hits. Ca2+ swelling absorbance, 30 min;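 active means inhibition of 50% or more, scaled per plate between neutral and stimulator controls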;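 further: 0% = DMSO wells given calcium and 100% = 1 mM EGTA wells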
ATG4B inhibitor: ATG4B protease inhibitors, primary screen, biochemical, fluorescence, uHTS; Cysteine protease ATG4B (Homo sapiens), Q9Y4P1; ATG4B cleavage of LC3-PLA2, NBD-HPC fluorescence, 1 h; inhibition, % at 8.33 µM; 340,000 compounds, 0.51% hits; in the data active means inhibition above about 40%
Target sequence (Q9Y4P1 whole entry, looked up): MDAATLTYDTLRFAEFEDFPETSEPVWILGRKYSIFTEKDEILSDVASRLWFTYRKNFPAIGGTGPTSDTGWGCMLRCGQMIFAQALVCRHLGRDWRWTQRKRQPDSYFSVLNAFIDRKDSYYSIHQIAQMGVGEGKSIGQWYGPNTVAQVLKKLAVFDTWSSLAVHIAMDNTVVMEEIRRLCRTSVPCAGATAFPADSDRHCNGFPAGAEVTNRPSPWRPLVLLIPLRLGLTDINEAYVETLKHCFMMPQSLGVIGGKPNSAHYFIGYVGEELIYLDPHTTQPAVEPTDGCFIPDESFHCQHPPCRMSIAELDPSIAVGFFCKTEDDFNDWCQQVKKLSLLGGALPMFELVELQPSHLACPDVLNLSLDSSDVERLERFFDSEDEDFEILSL
HKDC1 inhibitor: HKDC1 hexokinase inhibitors, primary screen, biochemical, fluorescence, uHTS; recombinant HKDC1, G6PDH/diaphorase resazurin coupled fluorescence; AID 493160, 2011; inhibition, % at 20 µM; Q2TB90; 340,000 compounds, 0.16% hits;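 active means inhibition above about 35% when tested at 20 µM, limit read from the data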;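 further: plate controls were DMSO wells with enzyme for no effect and DMSO wells lacking enzyme for full effect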
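Test system: recombinant HKDC1 (HK5) hexokinase enzyme, produced in-house; Amount: enzyme 5 µg/mL final; Buffer or medium: Tris pH 8.0 buffer with MgCl2, Tween-20, BSA, BME; Reagent: glucose and ATP substrates; Doses: 20 µM test compound, 1% DMSO; Incubation: 90 min reaction incubation at room temperature, dark; Detection: resorufin fluorescence at 613 nm.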
SENP7 inh: SENP7 protease inhibitors, primary screen, biochemical, luminescence, uHTS. AID 434973, 2010. inhibition, % at 5 µM. 330,000 compounds, 1.5% hits. recombinant SENP7, Z-RLRGG-aminoluciferin luminescence, 40 min. Sentrin-specific protease 7 (Homo sapiens), Q9BQF6;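 active means inhibition above about 50% at the single test dose, limit read from the data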;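 further: plate controls were DMSO with enzyme for no effect and no enzyme buffer wells for full effect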
Target sequence (Q9BQF6 706-1050 limits assumed): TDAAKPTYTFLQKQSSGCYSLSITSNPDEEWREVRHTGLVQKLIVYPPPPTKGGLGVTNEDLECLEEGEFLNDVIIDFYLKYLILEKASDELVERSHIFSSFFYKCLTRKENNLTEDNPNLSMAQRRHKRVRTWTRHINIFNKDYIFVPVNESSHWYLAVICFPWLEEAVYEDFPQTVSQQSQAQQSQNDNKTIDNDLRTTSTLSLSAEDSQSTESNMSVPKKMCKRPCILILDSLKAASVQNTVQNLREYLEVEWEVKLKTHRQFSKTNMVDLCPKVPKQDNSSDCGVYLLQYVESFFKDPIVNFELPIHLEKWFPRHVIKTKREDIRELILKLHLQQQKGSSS
* marks the source's active call; other numbers are inactive results; x = no result given.

NR3A LBD binder	SENP8 block	SENP6 inh	MPTP inh	PfG6PD inh	ATG4B inhibitor	HKDC1 inhibitor	SENP7 inh	structure
1	5	x	-0.6	22	-11	13	12	CC[C@]12c3[nH]c4cc(CCC(=O)N(C)C)ccc4c3CCN1C(=O)[C@@H](CC(=O)NC/C=C(\C)CCC=C(C)C)C[C@@H]2C(=O)N1CCN(C(=O)C2CC2)CC1
-5	31	2	-0.7	12	-9	-10	3	COc1ccccc1NC(=O)CCN1C(=O)C2CC=C(Cl)CC2C1=O (centres undefined)
0	10	-16	0.7	-13	1	-4	-8	O=C(NC1CC2CCCC(C1)N2Cc1ccccc1)c1cccc(F)c1 (centres undefined)
-2	14	22	1.6	4	-6	-7	-7	Fc1cccc(CN2CCN(c3nc4nonc4nc3NC3CC3)CC2)c1
2	7	4	1.1	0	2	-3	1	Cc1cc(NC(=O)CCC(=O)N(CC(=O)NC2CCCC2)Cc2ccccc2Cl)no1
7	13	-14	0.6	-8	9	-14	7	CC1CCN(C(=S)NC2CC3CCC2C3)CC1 (centres undefined)
-6	-184	-16	0.8	12	-12	-4	-8	COc1cc(-c2nc3cc(C)ccn3c2NC2CCCCC2)ccc1-c1ccc(C(C)=O)cc1
4	12	9	-0.7	-9	5	-5	-9	CCOCCCNC(=O)CCn1ccc2cc(S(=O)(=O)N3CCCC3)ccc21
-45	-96	-11	-1.5	18	-1	7	7	COc1cc2c(cc1OC)CN(c1ccc(C(N)=O)cc1[N+](=O)[O-])CC2
5	-1	-8	0.7	-10	-1	-8	-2	Cc1ccc(NC(=O)C2CCCN(S(=O)(=O)c3cccc4nonc34)C2)cc1 (centres undefined)
0	14	x	0.2	6	-3	-4	x	Clc1ccc(-n2cnc3c(Cl)ncnc32)cc1Cl
0	8	-17	-1.1	1	-3	-8	8	CCN(C(=O)COC(=O)c1nc2nc(C)cc(C)n2n1)C1CCS(=O)(=O)C1 (centres undefined)
-5	0	-18	5.5	7	3	0	-10	CC(=O)N(C)c1ccc(NC(=O)Nc2ccc(C)c(C)c2)cc1
2	20	8	-1.7	4	0	-6	3	CC(=O)N1c2ccc(S(=O)(=O)NCCC(=O)NC3CCC(C)CC3)cc2CC1C (centres undefined)
1	-88	2	1.2	8	-5	1	4	Cc1ccc(-c2nn(-c3ccccc3)cc2C2CC(c3cccs3)=NN2C(=O)CCC(=O)O)cc1 (centres undefined)

Later entries
NR3A LBD binder	SENP8 block	SENP6 inh	MPTP inh	PfG6PD inh	ATG4B inhibitor	HKDC1 inhibitor	SENP7 inh	structure
0	0	-27	-2.1	1	-1	-5	0	C=CCOc1cccc(C2/C(=C(\O)c3ccc4c(c3)OCCO4)C(=O)C(=O)N2CCN2CCOCC2)c1 (centres undefined)
1	4	-8	0.7	5	-1	-1	-9	CCN(CCn1cccn1)C(=O)CC1C(=O)NCCN1Cc1cc(OC)cc(OC)c1 (centres undefined)
0	30	10	0.8	0	20	1	-1	CC1CCCN(C(=O)c2ccc3c(c2)C(=O)N(CCC2=CCCCC2)C3=O)C1 (centres undefined)
-4	10	-2	1.9	2	1	-1	11	O=C(NCc1ccccc1)c1onc(CSc2ccc(Cl)cc2)c1C(=O)NCc1ccccc1
0	20	-29	-1.9	0	0	-3	-3	CCOC(=O)Cn1cnc2c(nnn2-c2ccc(C)cc2)c1=O
0	3	-16	-1.0	-2	7	-5	0	Cc1cc(-c2nnc(CCC(=O)N3CCN(Cc4cccnc4)CC3)o2)c(C)o1
-1	11	-3	2.2	5	-7	-9	-1	O=C(Nc1cnccn1)c1cccc(C(F)(F)F)c1
-1	-81	-5	0.7	-7	-5	-7	-1	CC(=O)N(CC(=O)Nc1nn(-c2ccccc2)nc1C(N)=O)Cc1ccccc1
1	-22	7	0.9	20	-19	5	-3	COc1cc(NC(=O)c2ccco2)c(OC)cc1NC(=O)c1cc(OC)c(OC)c(OC)c1
0	-1	-15	0.0	-9	14	-7	-4	COc1ccc(NC(=O)CSc2nc3ccsc3c(=O)n2CCCCCC(=O)O)cc1
-1	24	-25	7.4	15	0	3	-12	S=c1[nH]nc(-c2ccccc2Br)n1Cc1ccccc1
-1	1	-4	0.0	-9	0	-3	4	COc1ccc(NC(=O)CN2C(=O)CSc3ncccc32)cc1
1	20	7	0.2	18	-9	-13	5	Cc1ccc(C(=O)NCCCNCCCN(C)C)cn1
-2	2	-11	-0.8	-20	-4	1	-2	COc1cc(SC)ccc1C(=O)N(Cc1ccccc1)c1ccccc1
-3	6	-4	2.6	-17	0	-4	-1	CCC(C)(C)NC(=O)C(c1ccc(OC)cc1)N(CCOC)C(=O)CCC(=O)Nc1nccs1 (centres undefined)

A draw from above in order of heavy-atom count, largest number first:
NR3A LBD binder	SENP8 block	SENP6 inh	MPTP inh	PfG6PD inh	ATG4B inhibitor	HKDC1 inhibitor	SENP7 inh	structure
-4	10	-2	1.9	2	1	-1	11	O=C(NCc1ccccc1)c1onc(CSc2ccc(Cl)cc2)c1C(=O)NCc1ccccc1
0	-1	-15	0.0	-9	14	-7	-4	COc1ccc(NC(=O)CSc2nc3ccsc3c(=O)n2CCCCCC(=O)O)cc1
0	30	10	0.8	0	20	1	-1	CC1CCCN(C(=O)c2ccc3c(c2)C(=O)N(CCC2=CCCCC2)C3=O)C1 (centres undefined)
-1	11	-3	2.2	5	-7	-9	-1	O=C(Nc1cnccn1)c1cccc(C(F)(F)F)c1

Pulled by compound from the entries so far:
NR3A LBD binder	SENP8 block	SENP6 inh	MPTP inh	PfG6PD inh	ATG4B inhibitor	HKDC1 inhibitor	SENP7 inh	structure
1	20	7	0.2	18	-9	-13	5	Cc1ccc(C(=O)NCCCNCCCN(C)C)cn1
-1	24	-25	7.4	15	0	3	-12	S=c1[nH]nc(-c2ccccc2Br)n1Cc1ccccc1
0	0	-27	-2.1	1	-1	-5	0	C=CCOc1cccc(C2/C(=C(\O)c3ccc4c(c3)OCCO4)C(=O)C(=O)N2CCN2CCOCC2)c1 (centres undefined)
-4	10	-2	1.9	2	1	-1	11	O=C(NCc1ccccc1)c1onc(CSc2ccc(Cl)cc2)c1C(=O)NCc1ccccc1

New compounds follow.
NR3A LBD binder	SENP8 block	SENP6 inh	MPTP inh	PfG6PD inh	ATG4B inhibitor	HKDC1 inhibitor	SENP7 inh	structure
-1	0	-8	-0.8	-3	8	-3	4	Nc1nnc(SCC(=O)Nc2ccc(N3CCOCC3)cc2)s1
0	7	-11	-0.3	-1	-9	-5	-9	c1cn(CCCNc2ncnc3sc4c(c23)CCC4)cn1
-2	-1	-17	-1.2	1	-5	-1	4	Cc1ccc(S(=O)(=O)NC(=O)Nc2ccc(C)cn2)cc1
-1	1	0	-0.2	-4	-2	-9	2	COC(=O)c1nn(-c2ccc(OC)cc2)c(=O)cc1O
-1	8	-3	0.3	-15	0	-4	3	Cc1ccc(S(=O)(=O)N2CCN(c3ccccc3)CC2)cc1
-20	17	-15	-1.2	31	-5	-2	14	FC(F)(F)c1ccc(C2[C@H]3CN(Cc4cccnc4)[C@H](c4ccccc4)C34CC2(c2cccnc2)C4)cc1 (some centres undefined)
4	0	-5	-1.3	8	-10	4	3	CN(CC(=O)Nc1cccc(F)c1)C(=O)c1cn(-c2ccccc2)nc1-c1ccccc1
0	26	-1	-0.9	-5	0	-5	8	CCN(CC)CCOc1cccc(C(C)C)c1
1	8	-7	0.1	-5	-10	0	-8	CC(=O)Nc1ccc(S(=O)(=O)N2CCNC(=O)CC2)cc1
17*	-261	67*	-1.3	28	2	10	25	O=C(CNc1cccc2ccccc12)N/N=C/c1cccc(Oc2ccccc2)c1
-16	-1	x	1.3	19	-12	3	x	O=C(/C=C/c1ccccn1)c1ccc(Br)cc1O
1	15	2	1.2	22	-4	-4	-1	CCOC(=O)N1CCN(Cc2nc(N)nc(Nc3ccc(C)cc3C)n2)CC1
1	-18	-9	5.2	-8	9	-4	8	COc1ccc(-c2nnc(SCC(=O)Nc3sc4c(c3C#N)CCCC4)n2-c2ccccc2)cc1
2	-8	-8	1.9	-11	-2	-7	7	Cc1occc1-c1nnc(SCC(=O)N(C)c2ccccc2)n1C
0	5	17	0.7	20	-7	1	0	O=C(O)COc1ccccc1/C=N/NC(=O)c1ccc2c(c1)OCCO2

Later entries.
NR3A LBD binder	SENP8 block	SENP6 inh	MPTP inh	PfG6PD inh	ATG4B inhibitor	HKDC1 inhibitor	SENP7 inh	structure
1	8	5	-3.6	8	0	-6	-9	Clc1ccc(C2CC(c3ccccc3)Nc3ncnn32)cc1 (centres undefined)
0	-156	-28	-0.7	-10	-12	18	-8	CCOC(=O)Cc1cc(=O)[nH]c(Nc2nc3ccccc3o2)n1
-5	-78	-11	-0.7	6	-1	-5	-7	Cc1cccc(/N=C/c2nc(-c3ccccc3Br)oc2O)n1
-1	16	-1	-1.5	-1	-1	8	5	Cc1ccc(NC(=O)N2CCC(C(=O)NCc3ccc(F)cc3)CC2)cc1
3	-34	-8	2.1	-3	-12	0	0	Cc1cc2cc(CNC(=O)c3ccc(S(=O)(=O)N4CCOCC4)cc3)ccc2n1C
-1	55*	-2	1.1	-1	-1	8	34	O=C(O)c1ccc(NC2=C(n3nnc4ccccc43)C(=O)c3ccccc3C2=O)cc1
1	5	20	-1.3	8	-15	-4	-2	CC(C)CC(=O)Nc1c(C(=O)N2CCN(Cc3ccccc3)CC2)oc2ccccc12
-20	6	-5	-0.7	-13	-4	1	-5	COc1ccc(OC)c(NC(=O)COC(=O)CSc2ccc(Cl)cc2)c1
-4	-499	-18	-0.1	-3	6	2	-15	COc1cccc(NC(=O)Cn2c3ccc(OC)cc3c3nc4n(c(=O)c32)CCS4)c1
2	14	13	-2.3	-24	4	6	-3	COCCN(CCOC)c1ncnc2c1cnn2-c1ccccc1
7	-279	4	35	15	-3	2	1	CC/C(=N\Nc1ccnc2cc(Cl)ccc12)c1ccc(O)cc1
-3	7	-6	-0.1	-4	-11	-1	2	CCc1ccc2c(CN3CCC(C(=O)OC)CC3)cc(=O)oc2c1
1	-1	2	-2.4	-2	3	10	-1	Cc1nc(-c2cccc(NC(=O)C(C)Oc3ccccc3)c2)cs1 (centres undefined)
-2	5	-8	-2.6	9	-4	-3	4	CCN1CCN(Cc2ccc(NC(=O)Nc3ccc(OC)cc3)cc2)CC1
-1	3	-2	0.0	-1	4	2	4	O=C(CSc1nncs1)Nc1nccs1

Two neighbouring entries from above, for reference:
NR3A LBD binder	SENP8 block	SENP6 inh	MPTP inh	PfG6PD inh	ATG4B inhibitor	HKDC1 inhibitor	SENP7 inh	structure
-2	5	-8	-2.6	9	-4	-3	4	CCN1CCN(Cc2ccc(NC(=O)Nc3ccc(OC)cc3)cc2)CC1
-1	3	-2	0.0	-1	4	2	4	O=C(CSc1nncs1)Nc1nccs1

Remaining list, next part.
NR3A LBD binder	SENP8 block	SENP6 inh	MPTP inh	PfG6PD inh	ATG4B inhibitor	HKDC1 inhibitor	SENP7 inh	structure
-6	14	0	2.8	-16	3	8	8	COc1ccc(-c2noc3c2-c2nc(C(C)C)sc2CC3)cc1
-4	-131	-4	1.7	-15	25	5	-1	CCOC(=O)C1CCN(C(c2cccnc2)c2c(NC(=O)c3ccco3)sc(C)c2C)CC1 (centres undefined)
30*	18	-7	96*	13	17	-11	44	COC(=O)c1cn[nH]c1NC(=S)Nc1ccc(C)cc1Cl
x	14	35	-1.2	x	x	x	-6	COc1cc(/C=C2/SC(=S)N(CC(=O)O)C2=O)ccc1OCC(=O)Nc1ccc(C)c(C)c1

With a hit mark in SENP8 block, among the entries above:
NR3A LBD binder	SENP8 block	SENP6 inh	MPTP inh	PfG6PD inh	ATG4B inhibitor	HKDC1 inhibitor	SENP7 inh	structure
-1	55*	-2	1.1	-1	-1	8	34	O=C(O)c1ccc(NC2=C(n3nnc4ccccc43)C(=O)c3ccccc3C2=O)cc1
